Screening results: PubChem, Sanford-Burnham Center for Chemical Genomics
HKDC1 inhibitor: inhibitors of human hexokinase HKDC1; Q2TB90; recombinant HKDC1, G6PDH/diaphorase resazurin coupled fluorescence; inhibition, % at 20 µM; hit rate 0.16% among 340,000; AID 493160;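 active means inhibition above about 35% when tested at 20 µM, limit read from the data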;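 further: plate controls were DMSO wells with enzyme for no effect and DMSO wells lacking enzyme for full effect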
Target sequence (Q2TB90 whole entry, looked up): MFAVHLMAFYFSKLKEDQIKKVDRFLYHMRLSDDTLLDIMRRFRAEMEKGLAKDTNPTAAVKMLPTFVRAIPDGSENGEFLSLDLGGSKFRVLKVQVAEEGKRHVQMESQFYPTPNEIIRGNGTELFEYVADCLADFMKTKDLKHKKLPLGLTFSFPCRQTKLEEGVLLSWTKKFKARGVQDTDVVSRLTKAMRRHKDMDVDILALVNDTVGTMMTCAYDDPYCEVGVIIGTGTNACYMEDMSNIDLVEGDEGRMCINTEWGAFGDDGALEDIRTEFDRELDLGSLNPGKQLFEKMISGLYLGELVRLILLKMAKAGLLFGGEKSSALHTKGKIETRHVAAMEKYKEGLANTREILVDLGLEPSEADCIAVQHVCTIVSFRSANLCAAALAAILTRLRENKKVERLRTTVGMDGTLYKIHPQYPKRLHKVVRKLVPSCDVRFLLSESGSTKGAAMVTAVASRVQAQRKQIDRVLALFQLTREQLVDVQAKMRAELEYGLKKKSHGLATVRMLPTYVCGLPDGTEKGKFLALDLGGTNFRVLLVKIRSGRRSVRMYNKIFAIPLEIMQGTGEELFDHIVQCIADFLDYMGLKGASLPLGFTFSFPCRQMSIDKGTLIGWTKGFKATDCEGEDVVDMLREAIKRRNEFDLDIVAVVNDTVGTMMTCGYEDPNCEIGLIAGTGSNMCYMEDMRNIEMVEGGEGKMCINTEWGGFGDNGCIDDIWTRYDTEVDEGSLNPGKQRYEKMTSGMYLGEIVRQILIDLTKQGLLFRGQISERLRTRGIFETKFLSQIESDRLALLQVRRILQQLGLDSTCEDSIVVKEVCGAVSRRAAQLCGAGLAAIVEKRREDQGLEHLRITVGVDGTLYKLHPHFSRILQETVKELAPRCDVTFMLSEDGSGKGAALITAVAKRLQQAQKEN
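Test system: Recombinant HKDC1 (HK5) hexokinase enzyme, produced in-house | Input: HKDC1 at 5 µg/mL | Buffer or medium: Tris pH 8.0 buffer with MgCl2, Tween-20, BSA, BME | Schedule: 90 min reaction incubation at room temperature, dark | Technique: Resazurin-to-resorufin fluorescence via G6PDH and diaphorase coupling, 525/613 nm | Controls: DMSO wells with and without enzyme mix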
SENP8 block-1: inhibitors of human SENP8 protease. purified SENP8, Z-RLRGG-aminoluciferin cleavage, luminescence. AID 2540. inhibition, % at 10 µM. hit rate 1.2% among 330,000; in the data active means inhibition above about 50%
SENP6 block: blocks the human protease SENP6. Q9GZR1. Recombinant SENP6 catalytic domain, aminoluciferin luminescence. inhibition, % at 10 µM. hit rate 1.8% among 330,000;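 active means inhibition above about 50% at the single tested dose, limit read from the data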;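 further: plate controls were DMSO wells with enzyme for no effect and DMSO wells lacking enzyme for full effect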
SENP8 block-2: blocks human SENP8 cleavage of Nedd8 substrate. Q96LD8. recombinant SENP8, Nedd8 substrate fluorescence. inhibition, % at 20 µM. hit rate 0.64% among 360,000. AID 602440; in the data active means inhibition mostly above about 40%, no sharp cut-off; inactive means mostly below about 27%
SENP7 inh: SENP7 protease inhibition. Q9BQF6. inhibition, % at 5 µM. hit rate 1.5% among 330,000. recombinant SENP7, Z-RLRGG-aminoluciferin luminescence, 40 min;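 active means inhibition above about 50% at the single test dose, limit read from the data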;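 further: plate controls were DMSO with enzyme for no effect and no enzyme buffer wells for full effect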
Apaf1 inhib: human Apaf-1 inhibition; inhibition, % at 20 µM; reconstituted apoptosome caspase-3 activity, DEVD-Rh110 fluorescence; hit rate 0.71% among 330,000; O14727; AID 489030; active means inhibition of at least 40% at 20 µM;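 further: plate controls were DMSO wells for no effect and DEVD-CHO caspase inhibitor wells for full effect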
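Material: reconstituted apoptosome with Apaf-1, cytochrome c, caspase-9, procaspase-3, dATP / Buffer or medium: pH 7.5 Hepes buffer with CHAPS, BSA, DTT / Also added: cytochrome c with DEVD-Rh110 / Schedule: compound with Apaf-1, dATP, procaspase-3 30 min, then 50 min reaction, room temperature / Technique: rhodamine 110 fluorescence at Ex 480/Em 540 nm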
SENP1 FRET inh: blocks the human SENP1 SUMO protease catalytic domain; hit rate 0.21% among 360,000; inhibition, % at 10 µM; recombinant SENP1 catalytic domain, CyPet-SUMO1-YPet FRET cleavage; AID 624204;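 active means inhibition at least 30% at 10 µM, raw YFP signal under a set limit, fluorescence ratio 0.5 to 1.5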;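 further: 0% = enzyme with DMSO and 100% = no enzyme wells; some results filed as inactive read as strong as hits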
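Material – human SENP1 catalytic domain · Input – SENP1 enzyme, 20 pM final · Compound dosing – single concentration of 10 µM compound, 0.5% DMSO final · Timing – enzyme reaction for 50 min at room temperature, dark · Measured by – FRET fluorescence in CFP and YFP emission channels · Control set – no-enzyme wells low, DMSO-plus-enzyme wells high control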
PfG6PD inh: PfG6PD (Plasmodium falciparum) enzyme inhibition; inhibition, % at 20 µM; hit rate 0.78% among 350,000; PfGluPho enzyme, NADPH resazurin-diaphorase fluorescence;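 active means inhibition reaching at least a set limit at 20 µM in the primary screen, cut at about 59% in these data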;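 further: 0% = DMSO wells with substrate and 100% = DMSO wells lacking glucose-6-phosphate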
The depositor's hits bear a star; . = not tested or not shown.

#	canonical_smiles	PfG6PD inh	SENP8 block-1	HKDC1 inhibitor	SENP6 block
1	COc1ccc(CC(=O)Nc2cc(Cl)ccc2O)cc1	-14	5	8	7
2	O=C(CSc1nccn(-c2ccc(F)c(F)c2)c1=O)NC1CCCC1	5	-5	-3	-11
3	O=C1NC(c2ccccc2Br)=N/C1=C\c1ccco1	5	-13	-1	-24
4	C#CCOCCOCCOCCNc1nc(N2CCN(C(=O)[C@H](CCCCN)n3cc(CCCC)nn3)CC2)nc(N2CCN(C(=O)[C@H](CCCCN)n3cc(CCC(=O)O)nn3)CC2)n1	5	0	3	14
5	O=[N+]([O-])c1ccc(Cl)c(S(=O)(=O)NC2=NCCC2)c1	-9	-11	-1	-20
6	COc1cc(OC)cc(C(=O)NNC(=O)CCc2ccccc2)c1	4	-3	-10	15
7	O=C1c2ccccc2NC(c2ccc(-c3ccc(C(F)(F)F)cc3)o2)N1O (stereo unspecified)	-25	-11	-4	-18
8	CCOC(=O)c1c(NC(=O)CSc2nnc(C)s2)sc2c1CCC(C)C2 (stereo unspecified)	1	-9	3	-15
9	COc1ccc(NC(=O)CN(c2ccc([N+](=O)[O-])cc2)S(=O)(=O)c2ccccc2)c(OC)c1	11	0	-5	-2
10	CCn1c(-c2cccnc2)n[nH]c1=S	27	-1	-9	-21

#	Apaf1 inhib	SENP7 inh	SENP1 FRET inh	SENP8 block-2
1	-1	5	1	5
2	8	2	1	-258
3	9	0	-78	-27
4	7	1	1	21
5	3	13	1	11
6	-13	4	1	13
7	26	1	-1	-384
8	27	17	0	4
9	12	2	1	10
10	-20	0	2	-1

Other structures:
#	canonical_smiles	PfG6PD inh	SENP8 block-1	HKDC1 inhibitor	SENP6 block
11	CC(=O)N(C)c1nc(N)n(-c2ccccc2)n1	-12	2	0	-6
12	CN(C)C(=O)CSc1ccc(S(=O)(=O)N2CCCC2)cn1	-11	21	-3	5
13	c1ccc(Nc2ccnc(Nc3ccccc3)n2)cc1	33	-11	1	-2
14	CCCNC(=O)CCc1cc(C(C)(C)C)c(O)c(C(C)(C)C)c1	4	-13	-4	-17
15	NC(=O)c1ccc2nc(-c3ccccc3)c(-c3ccccc3)nc2c1	-14	9	4	12
16	COc1ccc2c(c1)cc(C(=O)N[C@@H](Cc1ccccc1)C(=O)O)n2C	-14	-10	1	-20
17	N#CC1=C(N)NC(SCC(=O)c2ccc(Cl)cc2)=C(C#N)C12CCCC2	2	-7	2	-1
18	Cc1cccc(CN2CCSCC2)c1	7	11	-4	11
19	Cc1ccccc1C(=O)Nc1cccc(-c2ccc(N3CCOCC3)nn2)c1	8	1	1	11
20	Cc1c(C(=O)Nc2ccc(Cl)cc2)c2ccccn2c1C(=O)c1ccccc1	10	-11	9	-26

#	Apaf1 inhib	SENP7 inh	SENP1 FRET inh	SENP8 block-2
11	-9	-5	2	5
12	-6	2	39*	12
13	11	8	0	-24
14	-7	-3	1	2
15	8	0	3	-266
16	-1	-10	1	-307
17	7	-2	-29	-6
18	-15	2	2	19
19	6	11	0	-8
20	8	-1	-3	-1

Next part:
#	canonical_smiles	PfG6PD inh	SENP8 block-1	HKDC1 inhibitor	SENP6 block
21	CCOc1ccc(NC(=O)N2CCC(c3nc4ccccc4o3)CC2)cc1	-17	-5	-3	-34
22	CCn1c(SCC(=O)Nc2ccc3c(c2)OCCO3)nnc1-c1ccncc1	41	2	-5	-22
23	CN(C)c1ccc(C(=O)N=c2sccn2C)cc1[N+](=O)[O-]	16	-7	2	0
24	C[C@H]1CN([C@@H](C)CO)C(=O)Cc2cc(NC(=O)CCC(F)(F)F)ccc2O[C@H]1CN(C)C(=O)Nc1ccc(F)cc1	4	10	-5	8
25	Cc1ccc(N2C(=O)C3C4C=CC(C4)C3C2=O)cc1 (stereo unspecified)	1	-1	-2	-5
26	O=C1N[C@@H](Cc2ccccc2)COC(=O)[C@@H](Cc2ccc(F)cc2)C/C=C\C[C@@H]1CC(=O)N(CCO)Cc1ccccc1	9	-17	4	-7
27	CC1CN(C(=O)COC(=O)COc2ccc(C#N)cc2)CC(C)O1 (stereo unspecified)	0	-5	-1	-4
28	CCOc1ccc(C2c3cc(OC)c(OC)cc3CC(=O)N2c2ccccc2)cc1 (stereo unspecified)	0	-8	-5	1
29	Clc1cccc(Oc2ncc(CN3CCOCC3)s2)c1	-9	-7	-1	0
30	Cc1nn(-c2ccccc2)c(NC(=O)c2cccs2)c(-c2ccccc2Cl)c1=O	-6	-4	-2	-17

#	Apaf1 inhib	SENP7 inh	SENP1 FRET inh	SENP8 block-2
21	-1	0	3	25
22	2	-3	2	6
23	10	10	0	18
24	4	7	0	4
25	7	-5	-2	15
26	36	-10	0	17
27	-4	2	2	1
28	3	-4	-2	4
29	1	3	2	5
30	-15	4	1	4

(continued)
#	canonical_smiles	PfG6PD inh	SENP8 block-1	HKDC1 inhibitor	SENP6 block
31	COc1ccccc1NC(=O)COc1cc(C)nc(C(C)C)n1	-7	-4	14	4
32	CSc1ccccc1NC(=O)CCn1c(=O)oc2ccccc21	-15	6	-5	-6
33	O=C1CC(c2ccccc2)CN1C(=O)c1cccnc1 (stereo unspecified)	-14	5	-7	3
34	O=C(CN1CCCc2ccccc21)N/N=C/c1ccccc1O	-23	-2	-12	-12
35	O=C1NCCN(Cc2ccc(Cl)c(F)c2)C1CC(=O)N1CCCO1 (stereo unspecified)	-13	-8	10	-19
36	O=C(CCNC(=O)c1ccccc1)Nc1ccc(Cl)c(S(=O)(=O)N2CCCCC2)c1	3	1	-2	-15
37	CCOc1ccccc1OCCn1ncc2ccc(OC)c(OC)c2c1=O	0	-2	3	-2
38	CNC(=S)Nc1cccc(S(=O)(=O)NCc2ccco2)c1	-2	0	-1	-4
39	O=C(c1ccccc1)N1CCN(Cc2cccc(Oc3ccccc3)c2)CC1	13	-10	-11	-14
40	O=S(=O)(c1cc(Br)ccc1Br)N1CCCCCC1	-24	-9	-2	-12

#	Apaf1 inhib	SENP7 inh	SENP1 FRET inh	SENP8 block-2
31	-1	2	2	1
32	13	5	2	0
33	-4	7	2	15
34	6	6	-5	-20
35	-1	3	-18	-182
36	11	9	2	1
37	-3	-2	3	-12
38	-1	-5	-1	-2
39	10	-7	1	0
40	11	3	2	13

Additional structures:
#	canonical_smiles	PfG6PD inh	SENP8 block-1	HKDC1 inhibitor	SENP6 block
41	CC(=O)Nc1sc(N/N=C\c2ccccc2F)nc1-c1cccs1	9	-8	-6	-4
42	C=CCn1c(=O)c2ccccc2n2c(SCC(=O)Nc3sc(C(=O)N(CC)CC)c(C)c3C(=O)OCC)nnc12	18	-3	11	3
43	Cc1nn(-c2ccccc2)c(C)c1/C=N/NC(=O)c1ccccc1NS(=O)(=O)c1cccs1	-32	-1	-4	-14
44	Cc1sc(-c2ccccn2)nc1OC(=O)c1ccc(Cl)cc1	1	-2	-6	-6
45	COc1cccc(C(=O)CSc2nnc(CNS(=O)(=O)c3ccc(C)cc3)n2C)c1	10	.	-2	.
46	COc1cc2c(cc1OC)/C(=C/C(=O)c1ccc(OC)c([N+](=O)[O-])c1)NCC2	7	3	1	-1
47	CNC(=O)CN(c1cccc(Br)c1)S(C)(=O)=O	4	-2	-6	-1
48	COc1ccccc1C(=O)NCCC(=O)NCc1ccccn1	3	-4	-7	0

#	Apaf1 inhib	SENP7 inh	SENP1 FRET inh	SENP8 block-2
41	-2	-7	6	-4
42	14	6	-3	-28
43	-2	-3	-1	-378
44	6	5	22	20
45	.	.	1	19
46	14	2	-4	0
47	-6	-4	-1	15
48	-9	5	0	6

An excerpt from above in order of SMILES length, highest first:
#	canonical_smiles	PfG6PD inh	SENP8 block-1	HKDC1 inhibitor	SENP6 block
42	C=CCn1c(=O)c2ccccc2n2c(SCC(=O)Nc3sc(C(=O)N(CC)CC)c(C)c3C(=O)OCC)nnc12	18	-3	11	3
46	COc1cc2c(cc1OC)/C(=C/C(=O)c1ccc(OC)c([N+](=O)[O-])c1)NCC2	7	3	1	-1
36	O=C(CCNC(=O)c1ccccc1)Nc1ccc(Cl)c(S(=O)(=O)N2CCCCC2)c1	3	1	-2	-15
45	COc1cccc(C(=O)CSc2nnc(CNS(=O)(=O)c3ccc(C)cc3)n2C)c1	10	.	-2	.
39	O=C(c1ccccc1)N1CCN(Cc2cccc(Oc3ccccc3)c2)CC1	13	-10	-11	-14
35	O=C1NCCN(Cc2ccc(Cl)c(F)c2)C1CC(=O)N1CCCO1 (stereo unspecified)	-13	-8	10	-19
41	CC(=O)Nc1sc(N/N=C\c2ccccc2F)nc1-c1cccs1	9	-8	-6	-4
37	CCOc1ccccc1OCCn1ncc2ccc(OC)c(OC)c2c1=O	0	-2	3	-2
44	Cc1sc(-c2ccccn2)nc1OC(=O)c1ccc(Cl)cc1	1	-2	-6	-6
38	CNC(=S)Nc1cccc(S(=O)(=O)NCc2ccco2)c1	-2	0	-1	-4
47	CNC(=O)CN(c1cccc(Br)c1)S(C)(=O)=O	4	-2	-6	-1

#	Apaf1 inhib	SENP7 inh	SENP1 FRET inh	SENP8 block-2
42	14	6	-3	-28
46	14	2	-4	0
36	11	9	2	1
45	.	.	1	19
39	10	-7	1	0
35	-1	3	-18	-182
41	-2	-7	6	-4
37	-3	-2	3	-12
44	6	5	22	20
38	-1	-5	-1	-2
47	-6	-4	-1	15
